# RAD54 inh – blocks human RAD54 Holliday junction branch migration; Q92698; FAM/BHQ fluorescence; inhibition, % at 10.4 µM; 0.14% of 360,000 active; AID 602329;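 active means mean normalized replicate activity at least 40 and at least half of replicates scoring 40 or more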;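 further: 0% = median of neutral control wells and 100% = median of positive control wells; inhibitors cause a drop in the FAM fluorescence signal; in these data hits start at about 50%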
# Target sequence (Q92698 whole entry, looked up): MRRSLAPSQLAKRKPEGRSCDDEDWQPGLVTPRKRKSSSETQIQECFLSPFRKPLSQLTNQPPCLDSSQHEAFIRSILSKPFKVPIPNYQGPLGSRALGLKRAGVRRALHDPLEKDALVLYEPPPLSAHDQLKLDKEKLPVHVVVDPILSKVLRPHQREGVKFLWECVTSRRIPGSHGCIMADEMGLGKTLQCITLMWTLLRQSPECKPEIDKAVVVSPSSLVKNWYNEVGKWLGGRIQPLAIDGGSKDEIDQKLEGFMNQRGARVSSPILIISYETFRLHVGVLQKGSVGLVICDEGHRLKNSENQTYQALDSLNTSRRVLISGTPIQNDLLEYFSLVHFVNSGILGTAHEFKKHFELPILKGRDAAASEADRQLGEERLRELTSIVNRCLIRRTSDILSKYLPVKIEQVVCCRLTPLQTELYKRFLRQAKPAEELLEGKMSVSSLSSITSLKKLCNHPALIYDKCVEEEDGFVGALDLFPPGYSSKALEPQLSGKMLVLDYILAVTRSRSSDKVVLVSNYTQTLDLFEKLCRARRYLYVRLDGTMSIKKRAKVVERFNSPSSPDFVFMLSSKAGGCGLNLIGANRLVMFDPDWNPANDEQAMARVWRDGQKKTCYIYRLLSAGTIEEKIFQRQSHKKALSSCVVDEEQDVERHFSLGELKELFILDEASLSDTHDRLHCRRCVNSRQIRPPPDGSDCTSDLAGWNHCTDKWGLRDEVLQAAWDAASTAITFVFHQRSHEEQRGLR
# E-sel inducer – E-selectin induction on HUVECs. P16581. HUVEC E-selectin immunofluorescence imaging; normalized: neutral wells 0, TNF-alpha wells 100. activation, % at 7.58 µM. 0.37% of 260,000 active. AID 686992;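 active means mean E-selectin-positive cell signal at least 10% of the positive control, reached in at least 60% of replicates, without over 20% cell loss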;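 further: in these data hits start at about 27%; measured in HUVEC primary endothelial cells; signal is the percent of cells scored E-selectin positive by PE staining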
#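 Material: HUVEC primary endothelial cells; Amount: 3,000 cells per well; Dosing: single concentration; Medium: EGM-2 growth medium on 0.1% gelatin-coated wells; Read-out basis: percent E-selectin-positive cells; Signal: immunofluorescence imaging; Control set: TNF-alpha, DMSO.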
# miR-122 sensor – miR-122 inhibition in Huh7 cells; activation (reporter increase), % at 12.5 µM; Huh7 miR-122 Renilla luciferase sensor, 48 h; neutral wells = 0, positive control = 100; 0.3% of 340,000 active;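 active means mean replicate activation score at least 90 and every replicate individually at or above 90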;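 further: higher luciferase means less miR-122 activity so hits act as miR-122 inhibitors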
# PglD DTNB – inhibitors of Campylobacter jejuni PglD acetyltransferase. AID 602405. purified PglD enzyme, DTNB colorimetric CoA detection. 0.098% of 360,000 active. inhibition, % at 12.5 µM; in the data active means inhibition above about 16%, passing the limit was not always enough; further: strong numbers were not always called active
# ERAP1 inh – blocks human ERAP1 aminopeptidase activity; Q9NZ08; recombinant ERAP1, Leu-AMC fluorescence, 60 min; inhibition, % at 10.7 µM; 0.15% of 340,000 active;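 active means mean replicate inhibition of at least 30%, or all replicates individually reaching that 30% level; inactive means mean below 30% and not every replicate reaching it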;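 further: 0% = neutral control wells and 100% = L-leucinethiol positive control wells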
# Cneo AK release – causes C. neoformans cell lysis | lysis activity, % at 15 µM | 0.2% of 360,000 active | adenylate kinase release luminescence, 4 h; normalised: neutral wells 0, clomiphene wells 100;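 active means mean lysis activity across replicates of at least 80%, whatever share of replicates individually reach that level; inactive means mean lysis activity below 80%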
#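 Assay system: log-phase C. neoformans yeast / Quantity: yeast cell density of 5 × 10^6 cells/mL / Medium: fresh YPD growth medium / Compound: single dose / Timing: static 4 h at 37 °C with compound, 1 h detection / Measured by: adenylate kinase release luminescence / Read-out: lysis from increased AK signal / Benchmarks: Clomiphene as positive lysis control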
# PGC1a acetyl inh – PGC1a acetylation modulation, inhibitor mode; 0.17% of 350,000 active; U2OS PGC1a acetylation, AlphaScreen anti-acetyl-lysine; with virally co-expressed GCN5 acetyltransferase; inhibition, % at 15.6 µM; AID 651687;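 active means every replicate shows inhibition of at least 40%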;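 further: 0% = neutral control wells and 100% = positive control wells; some results beyond the cut were filed as inactive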
# RAD52 inh – inhibitors of human RAD52 DNA annealing; 0.46% of 360,000 active; inhibition, % at 18.7 µM; AID 651710; P43351; recombinant RAD52 DNA annealing, FRET fluorescence;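 active means every replicate showing at least 50% inhibition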
# Starred values were filed as active, the others as inactive; · = no result given; & = joins results of further samples; [ ] = another dose, or the depositor's remark.
1) CCCCN(C(=O)CSCC(=O)Nc1ccc(OC)cc1)c1c(N)n(Cc2ccccc2)c(=O)[nH]c1=O
2) C[C@@H]1CN([C@@H](C)CO)C(=O)c2cc(C#CCN(C)C)cnc2O[C@H]1CN(C)C(=O)c1cccc(F)c1
3) Cc1noc(C)c1NC(=O)Nc1cccc2c1O[C@@H](CN(C)Cc1ccccc1)[C@H](C)CN([C@@H](C)CO)C2=O
4) NC(=O)NC(Cc1ccccc1)c1ccccc1 (stereo not drawn)
5) COc1ccc(OC)c(NC(=O)c2nnn(Cc3ccccc3C)c2N)c1
6) CC(=O)N(C)c1ccc(OCC(O)Cn2c3ccc(Cl)cc3c3cc(Cl)ccc32)cc1 (stereo not drawn)
7) COc1ccc(OC)c(NC(=O)N2CCc3ccccc3C2)c1
8) CCCCN(C(=O)c1cc2ccccc2o1)c1c(N)n(CCCC)c(=O)[nH]c1=O

screen / no.,1,2,3,4,5,6,7,8
RAD54 inh,5.5,5.9,-0.1,5.3,0.3,0.7,-4.7,0.3
E-sel inducer,0.1,0.5,0.3,·,-0.3,·,2.8,·
miR-122 sensor,-4.3,-6.0[16.7 µM],12.6[16.7 µM],-5.2,53.2,39.8,1.6,-1.2
PglD DTNB,-2.8,1.9,4.5,6.3,-2.2,4.6,-0.4,·
ERAP1 inh,-0.2,0.5,-3.0,2.9,·,·,-0.3,-1.0
Cneo AK release,-0.1,2.6,48.0,-0.6,8.4,1.5,-2.1,0.0
PGC1a acetyl inh,4.1,6.8,·,3.8,·,-20.9,·,4.0
RAD52 inh,-6.0,-9.5,3.6,-2.6,·,·,-11.5,-31.8

9) CC(C)C(c1nnnn1Cc1ccc2c(c1)OCO2)N1CCN(c2ccccc2)CC1 (stereo not drawn)
10) Cc1nnc(-c2cccc(C(F)(F)F)c2)nc1N1CCOCC1
11) CNC(=O)C1CC(=O)N(Cc2ccc(OC)c(OC)c2)C(=Nc2ccc(OC)cc2)S1 (stereo not drawn)
12) O=[N+]([O-])c1cccc(Cn2cnc3c(=S)nc[nH]c32)c1
13) N#C/C(=C/c1ccc(N2CCCCCC2)o1)c1ccc(Cl)cc1
14) Cc1ccc(CNC(=O)CCCCCNC(=O)N2CCn3c2nc2ccccc23)cc1
15) O=C(CCN1C(=O)C2CCCCC2C1=O)Nc1nc(-c2ccc(F)c(F)c2)cs1 (stereo not drawn)
16) CC(NC(N)=O)C12CC3CC(CC(C3)C1)C2 (stereo not drawn)

screen / no.,9,10,11,12,13,14,15,16
RAD54 inh,3.6,·,1.5,-5.9,-14.6,-27.3,-0.5,-23.0
E-sel inducer,·,-0.1,·,-0.3,·,·,-1.0,·
miR-122 sensor,3.5,·,-8.7,-1.2,-3.0,-5.2,-2.3,-13.6
PglD DTNB,-2.1,·,2.9,-4.0,-0.9,-0.7,0.9,-2.3
ERAP1 inh,·,-2.2,·,-9.7,·,0.1,1.0,·
Cneo AK release,0.2,·,-1.1,0.0,-1.1,0.5,1.8,-6.5
PGC1a acetyl inh,5.0,-2.7,-3.5,5.7,·,6.4,·,·
RAD52 inh,·,-1.7,·,-9.8,·,-11.1,-21.4,·

17) Cc1cc(NC(=O)CCC(=O)N(c2ccc(C)c(F)c2)C(C(=O)NC2CCCC2)c2ccco2)no1 (stereo not drawn)
18) COc1ccc(C(=O)Nc2nnc(SCC(=O)NCc3ccco3)s2)c(OC)c1
19) Cn1cnnc1SCC(=O)Nc1ccc(N2CCCCC2)cc1
20) CCSc1nnc(NC(=O)c2csc3c2CCCC3)s1
21) CC(=O)c1c(C)[nH]c(C(=O)Nc2ccc3c(c2)OCCO3)c1C
22) CCN(CC)C(=O)/C(NC(=O)c1ccccc1)=C(/Sc1ncccn1)c1ccccc1
23) CCC(=O)N(C)C[C@H]1Oc2cc(-c3cccc(OC)c3)ccc2S(=O)(=O)N([C@H](C)CO)C[C@H]1C
24) Cc1ccc(-c2oc3ccccc3c(=O)c2OCC(=O)O)cc1

screen / no.,17,18,19,20,21,22,23,24
RAD54 inh,5.9,-8.8,-0.6,-20.5,-6.1,-4.4,-35.5,-5.2
E-sel inducer,·,-0.5,·,·,·,0.1,-0.6,·
miR-122 sensor,-5.5,0.4,-7.2,-10.7,5.6,3.2,-6.2[16.7 µM],-4.3
PglD DTNB,-4.5,2.7,1.8,-0.9,-17.1,2.1,-0.4,-1.7
ERAP1 inh,-2.0,-0.2,3.9,·,·,·,1.8,-2.8
Cneo AK release,3.9,-6.8,-2.7,1.6,-3.1,10.1,2.1,-0.3
PGC1a acetyl inh,-12.7,·,6.8,·,3.2,-0.8,-10.7,-5.5
RAD52 inh,-8.9,-24.9,-9.0,·,·,·,5.9,-9.7

25) COc1cc(C(=S)N2CCOCC2)ccc1OC(=O)Cc1ccc(F)cc1
26) O=C(C[C@H]1CC[C@@H]2[C@H](COC[C@H](O)CN2Cc2ccccc2)O1)NCCCN1CCOCC1
27) CC(C)C#Cc1ccc2c(c1)O[C@@H](CN(C)C(=O)Cc1ccccn1)[C@H](C)CN([C@H](C)CO)S2(=O)=O
28) C[C@H](CO)N1C[C@H](C)[C@H](CN(C)Cc2ccccc2)Oc2ccc(NC(=O)C3CCCCC3)cc2CC1=O
29) Cc1ccc(CC(=O)NCC(O)c2ccccc2)cc1 (stereo not drawn)
30) CCn1c(CSc2nc3ccccc3[nH]2)n[nH]c1=S
31) C[C@H](CO)N1C[C@H](C)[C@@H](CN(C)Cc2ccncc2)Oc2ncc(Br)cc2C1=O
32) COC(=O)C1=C(C)NC2=C(C(=O)CCC2)C1c1cn(Cc2ccc(Cl)cc2Cl)nc1-c1ccccc1 (stereo not drawn)

screen / no.,25,26,27,28,29,30,31,32
RAD54 inh,-6.5,-3.2,-4.0,-12.4,-15.5,5.4,-11.4&0.1,-2.2
E-sel inducer,·,-0.2,-0.2,0.6,0.5,·,1.5,·
miR-122 sensor,-6.3,7.0[16.7 µM],-4.3[16.7 µM],-0.9[16.7 µM],-5.3,-3.5,6.4,4.7
PglD DTNB,6.4,0.9,-1.5,-0.2,9.7,-7.0,-3.7&0.4,-4.1
ERAP1 inh,·,-3.1,-0.4,0.3,-4.1,7.6,-3.0&-2.6,·
Cneo AK release,-1.9,4.6,-5.3,0.7,5.0,0.1,2.1&-3.4,1.4
PGC1a acetyl inh,·,6.5,0.6,-3.6,-6.9,-1.6,-2.4&-7.5,-8.1
RAD52 inh,·,-2.8,-9.8,8.3,-14.1,-3.2,-5.7&9.4,·

33) Cn1c(CSCc2ccc(Cl)c(Cl)c2)nnc1SCC(=O)Nc1nccs1
34) C[C@@H]1CN([C@H](C)CO)C(=O)c2cccc(NS(C)(=O)=O)c2O[C@@H]1CN(C)CC1CC1
35) O=C1CC(C(=O)N2CCOCC2)C2(CCCCC2)O1 (stereo not drawn)
36) COc1ccc(Cn2c(=O)c3[nH]cnc3n(-c3ccc(C)cc3)c2=O)cc1
37) O=C(Nc1ccc(F)cc1)c1ccc(COc2ccccc2)cc1
38) O=C(CCN1CCN2CCCC2C1)N1c2ccccc2Sc2ccc(Cl)cc21 (stereo not drawn)
39) Cc1ccc(C)c(C(=O)COC(=O)CN2C(=O)C3C4CCC(C4)C3C2=O)c1 (stereo not drawn)
40) OC(c1ccc(F)cc1)C(CN1CCOCC1)c1ccccc1 (stereo not drawn)

screen / no.,33,34,35,36,37,38,39,40
RAD54 inh,-1.0,3.3,2.5,2.4,0.7,1.4,-0.8,-2.2
E-sel inducer,·,-4.4,·,·,4.3,·,1.1,·
miR-122 sensor,-5.5,33.4[16.7 µM],4.7,·,-9.6,5.1,-2.4,-7.4
PglD DTNB,3.3,5.8,4.7,4.2,-3.5,-6.5,3.0,8.3
ERAP1 inh,·,1.3,-4.1,-1.5,2.4,-7.0,-4.6,3.8
Cneo AK release,0.1,-7.1,-0.7,-2.4,-0.9,6.7,-0.1,3.2
PGC1a acetyl inh,34.6,1.2,0.1,1.9,2.5,-0.9,1.5,19.9
RAD52 inh,·,20.7,8.0,-7.8,-15.2,3.7,-2.5,-10.1

# The final four compounds of the section above open the next one.
37) O=C(Nc1ccc(F)cc1)c1ccc(COc2ccccc2)cc1
38) O=C(CCN1CCN2CCCC2C1)N1c2ccccc2Sc2ccc(Cl)cc21 (stereo not drawn)
39) Cc1ccc(C)c(C(=O)COC(=O)CN2C(=O)C3C4CCC(C4)C3C2=O)c1 (stereo not drawn)
40) OC(c1ccc(F)cc1)C(CN1CCOCC1)c1ccccc1 (stereo not drawn)
41) CCC(C)NCCOc1cc(C)cc(C)c1C (stereo not drawn)
42) CO[C@H]1CN(C)C(=O)c2ccc(NC(C)=O)cc2OC[C@H](C)N(Cc2ccccc2C(=O)O)C[C@@H]1C
43) C[C@H](CO)N1C[C@H](C)[C@@H](CN(C)S(C)(=O)=O)Oc2ccc(NC(=O)CCC(F)(F)F)cc2C1=O
44) C[C@H]1CN([C@@H](C)CO)C(=O)Cc2cc(NS(=O)(=O)c3ccccc3)ccc2O[C@H]1CN(C)Cc1ccc(C(F)(F)F)cc1
45) Cc1nc2ccccc2c2oc(C(=O)NCC3COc4ccccc4O3)cc12 (stereo not drawn)
46) C=CCOc1ccccc1/C=c1\sc2nc(=O)c(C)nn2c1=O
47) COC(=O)C1CCN(C(=O)Cc2ccc(OC)c(OC)c2)CC1
48) Cc1nnc(SCC(=O)N2CCN(S(=O)(=O)c3ccccc3)CC2)[nH]c1=O

screen / no.,37,38,39,40,41,42,43,44,45,46,47,48
RAD54 inh,0.7,1.4,-0.8,-2.2,·,·,-11.9&5.8,1.9,-21.8,2.7,6.9,-7.0
E-sel inducer,4.3,·,1.1,·,·,-0.2,-5.9&0.2,42.0*,-0.1,·,·,·
miR-122 sensor,-9.6,5.1,-2.4,-7.4,-0.6,·,-3.9[16.7 µM],-1.3[16.7 µM],-0.3,2.5,3.1,-7.4
PglD DTNB,-3.5,-6.5,3.0,8.3,·,·,-0.6&-1.4,-0.7,0.3,-0.2,0.7,-6.7
ERAP1 inh,2.4,-7.0,-4.6,3.8,-4.0,-1.6,2.7&0.8,-2.8,·,-4.0,·,·
Cneo AK release,-0.9,6.7,-0.1,3.2,·,·,-1.0&0.3,4.1,-2.8,3.0,-9.9,6.3
PGC1a acetyl inh,2.5,-0.9,1.5,19.9,-23.4,11.5,-2.9,-7.4,10.9,-65.6,3.8,-8.2
RAD52 inh,-15.2,3.7,-2.5,-10.1,-6.4,8.0,7.0&3.7,2.8,-17.7,-31.2,·,·

49) Cc1ccc(-c2nc(CSCC(=O)NCCCN3CCOCC3)c(C)o2)cc1
50) C[C@@H]1CN([C@H](C)CO)C(=O)c2cc(-c3ccc(C#N)cc3)cnc2O[C@H]1CN(C)Cc1ccncc1
51) C[C@H](CO)N1C[C@H](C)[C@@H](CN(C)CC2CC2)OCCCC[C@H](C)Oc2ccc(NC(=O)c3ccccc3)cc2C1=O
52) CCOc1cc(CN2CCSCC2)ccc1O
53) COc1ccc(-c2ccc([C@H]3[C@H]4CN(C(=O)C5CCOCC5)CC(=O)N4[C@H]3CO)cc2)cc1

screen / no.,49,50,51,52,53
RAD54 inh,-7.0,0.8,11.2,-2.1,·
E-sel inducer,·,0.8,-0.1,·,0.1
miR-122 sensor,-12.9,0.6[16.7 µM],-4.8[16.7 µM],4.1,·
PglD DTNB,2.0,-1.6,-4.0,1.9,·
ERAP1 inh,·,-1.1,3.9,·,1.0
Cneo AK release,-0.5,47.1,3.1,1.1,·
PGC1a acetyl inh,-4.1,-1.4,-2.5,·,-7.3
RAD52 inh,·,11.0,18.3,·,4.7
